Bioassay records as filed in PubChem BioAssay.
NRP1-CendR mod: modulators of CendR peptide binding to human neuropilin-1; inhibition, % at 25 µM; O14786; FAM-RPARPAR peptide binding to NRP-1, fluorescence polarization; 0.85% of 360,000 active;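 active = inhibition or corrected inhibition above about 18%, plus a signal ratio from 0.5 to 1.5, limit read from the data, passing the limit was not always enough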; note: strong numbers were not always called active
Rin1 Abl inh: blocks binding of human Rin1 to Abl; P00519+Q13671; inhibition, % at 7.35 µM; 0.4% of 360,000 active; TR-FRET Rin1/Abl binding, biochemical; in the data active = inhibition above about 5%, passing the limit was not always enough
MsrA act: bovine methionine sulfoxide reductase A activation. purified bovine MsrA, absorbance read-out. activation, % at 10.6 µM. 0.3% of 360,000 active. AID 602163; in the data active = activation above about 7.5%;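 note: 0% = vehicle and 100% = reference activator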
Neddyl block: cullin neddylation inhibition; P61081+Q13564; TR-FRET cullin neddylation, biochemical; calls only at 25 µM; 0.58% of 360,000 active; AID 651699; in the data active = inhibition above about 36%
SKN-1 block: inhibitors of C. elegans SKN-1; 0.49% of 360,000 active; AID 624304; inhibition, % at 21.8 µM; C. elegans VP596 Pgst-4::GFP/RFP ratio, acrylamide-induced, 24 h;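 active = interference check ratio from 0.5 to 1.5 plus GFP to RFP signal ratio inhibition reaching or exceeding a fixed threshold, cut at about 30% in these data, passing the limit was not always enough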; note: some compounds called inactive have numbers as strong as hits
FAS TE block: FAS thioesterase (human) inhibition | recombinant FAS-TE, OMFH fluorogenic substrate, fluorescence endpoint | inhibition, % at 15 µM | P49327 | 0.67% of 360,000 active | AID 602261;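 active = compounds whose normalised, plate-corrected inhibition of enzyme fluorescence in the single-dose primary screen is 50% or more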;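 note: 0% = DMSO with enzyme and 100% = substrate without enzyme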
PABP1 MLLE inh: inhibitors of microRNA-mediated deadenylation, human PABP1 MLLE binding; 0.36% of 360,000 active; GST-MLLE / FITC-PAM2 fluorescence polarization; P11940; inhibition, % at 20 µM; in the data active = inhibition above about 35%, passing the limit was not always enough;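 note: plate controls were DMSO wells with GST-MLLE for no effect and wells lacking GST-MLLE protein for full effect; some results filed as inactive read as strong as hits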
MT1-MMP act inh: inhibitors of human MT1-MMP activation. AID 651647. P50281. GFP/RFP ratio change, % at 20 µM. HT1080 RFP-PRO-GFP cells, GFP/RFP ratio fluorescence, overnight; percent of plate control window, DMSO zero. 0.061% of 360,000 active;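 active = GFP/RFP ratio change of at least 30% with cell ATP level not reduced by more than half and red fluorescence within 50% of control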; note: strong numbers were not always called active
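Test system: HT1080 cells expressing an RFP-PRO-GFP fluorescent reporter construct / Compound dosing: single-point 20 µM compound, 1% DMSO / Schedule: cells overnight before dosing, compound overnight, 37 °C, 5% CO2 / Evaluation: GFP/RFP fluorescence ratio / Control set: DMSO and RFP-L50D-GFP cell wells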
eLon inh: E. coli protease La inhibition. P0A9M0. purified E. coli Lon protease, fluorescence polarization. inhibition, % at 7.94 µM. 0.42% of 360,000 active; in the data active = inhibition above about 13%, passing the limit was not always enough;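 note: 0% = enzyme with probe and DMSO and 100% = no enzyme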
The depositor's hits bear a star; i = inactive; · = no result given; + = active, no number.

cpd	Structure	NRP1-CendR mod	Rin1 Abl inh	MsrA act	Neddyl block	SKN-1 block	FAS TE block	PABP1 MLLE inh	MT1-MMP act inh	eLon inh
1	COc1ccc(NC(=O)CN(C)C(=O)C(Sc2ccccc2)c2ccccc2)cc1 (stereo not drawn)	15	0	-3	i	-4	15	20	-3	-3
2	COC(=O)c1ccc(CN=C(NS(=O)(=O)c2ccccc2)c2ccccc2)cc1	-4	2	-4	i	-7	-9	17	0	-6
3	O=C(COC(=O)c1cccnc1Cl)Nc1nc(-c2ccccc2)cs1	4	-4	0	i	10	2	11	-6	-3
4	CC1(C)CC2CC(C)(CN2C(=O)C23CCC(C)(C(=O)C2)C3(C)C)C1 (stereo not drawn)	4	-2	-5	i	3	-7	6	-1	2
5	CN1CCN(c2ccc(S(=O)(=O)N3CCCCC3)cc2N)CC1	4	0	-2	i	1	-6	-3	2	6
6	Cc1ccc(C(=O)NCc2ccco2)cc1S(=O)(=O)Nc1cccc(C)c1C	-3	0	-1	i	-3	7	1	-2	-4
7	CC(=O)Nc1nc2cc3c(cc2s1)OCCO3	-14	3	-9	i	9	-4	-6	5	-8
8	CCOc1ccccc1NC(=O)c1cc(C(=O)Nc2ccccc2OCC)cc(N2C(=O)CCC2=O)c1	-2	1	-3	·	5	11	5	3	-2
9	Cc1ccccc1-c1csc(C(O)c2cccnc2)n1 (stereo not drawn)	-1	2	-1	i	10	-4	0	0	-9
10	COc1cc(C(=S)NCc2ccccc2)cc(Br)c1O	-25	0	-4	i	13	0	22	4	-4
11	O=S(=O)(c1ccc(F)cc1)c1nc(-c2ccccc2)oc1N1CCOCC1	-5	0	-3	i	11	7	9	0	7
12	Cn1c(C(=O)NCc2cccs2)cc2oc3ccccc3c21	6	-1	-7	i	3	18	-7	-5	-4
13	CNC(=O)CSc1nc2ccccc2c(=O)n1C1CCCCC1	1	-1	1	i	20	-6	-20	1	8
14	COc1ccc(NC(=O)CC2C(=O)NC3CCCCC3N2C(=O)c2ccc(F)cc2)cc1 (stereo not drawn)	2	1	-12	i	-6	-3	6	-2	0
15	O=C(c1ccccc1F)N(NC(=O)C(O)(c1ccccc1)c1ccccc1)c1ccccc1	1	1	-4	i	-3	2	8	-1	-12

In the list so far, 2 contain a furan ring, fused or not.
cpd	Structure	NRP1-CendR mod	Rin1 Abl inh	MsrA act	Neddyl block	SKN-1 block	FAS TE block	PABP1 MLLE inh	MT1-MMP act inh	eLon inh
6	Cc1ccc(C(=O)NCc2ccco2)cc1S(=O)(=O)Nc1cccc(C)c1C	-3	0	-1	i	-3	7	1	-2	-4
12	Cn1c(C(=O)NCc2cccs2)cc2oc3ccccc3c21	6	-1	-7	i	3	18	-7	-5	-4

Next section.
cpd	Structure	NRP1-CendR mod	Rin1 Abl inh	MsrA act	Neddyl block	SKN-1 block	FAS TE block	PABP1 MLLE inh	MT1-MMP act inh	eLon inh
16	Cc1c(NC(=O)c2cc(-c3ccc(Cl)cc3)on2)c(=O)n(-c2ccccc2)n1C	-2	1	-4	i	-5	0	-18	-3	10
17	COc1ccc(Sc2ccc(/C=C3\C(=O)NN(c4ccccc4)C3=O)o2)cc1	-64	-2	-5	i	1	-6	21	-4	-6
18	CCNC(=S)N/N=C/c1ccc(-c2ccccc2)o1	15	-1	-7	i	13	12	-16	-1	14
19	C[C@H]1CN([C@@H](C)CO)C(=O)CCCn2nncc2CO[C@@H]1CN(C)Cc1cccc(C(=O)O)c1	10	2	-2	i	1	-14	1	3	-11
20	Cn1c(CNC(=O)c2ccco2)nnc1SCC(=O)c1ccc(F)cc1	3	1	-2	i	-17	-10	-10	0	-1
21	Cc1cc(NC(=O)CCN2CCC(C)CC2)ccc1Br	4	-1	-5	i	6	0	-1	0	-8
22	Cn1c(=O)c2[nH]c(SCCN3CCOCC3)nc2n(C)c1=S	4	-1	-3	i	11	-9	11	4	3
23	O=C(c1[nH]c(C(F)(F)F)nc1-c1ccccc1)N1CCN(C(=O)C2CCCO2)CC1 (stereo not drawn)	6	1	-2	i	-5	-13	-7	1	-2
24	COc1ccccc1/C=N/NC(=O)c1csc(C)c1C	3	-6	-4	i	10	-7	4	-2	-10
25	COc1ccccc1NS(=O)(=O)c1cc(NC(=O)c2cc(=O)[nH]c3ccccc23)ccc1N1CCOCC1	-21	-3	-4	i	-4	13	-12	-7	9
26	O=C(Cc1ccccc1)Nc1ccc(NC(=O)c2ccco2)cc1	-1	-2	-2	i	-19	-6	14	2	-5
27	O=C(CSC1=NS(=O)(=O)c2cc(F)ccc2N1)NCCc1ccccc1	6	-1	3	i	23	-7	15	-6	-5
28	Cc1snc(SCC(=O)c2ccc(Cl)cc2)c1C#N	-1	1	-3	i	-4	46	27	-2	-2
29	Cc1cc(NC(=O)c2ccccc2)ncc1NC(=O)c1ccco1	-21	0	-1	i	5	-9	-11	-3	-6
30	CCNC(=S)N1CCN(CCN2C(=O)c3cccc4cccc(c34)C2=O)CC1	-3	-5	-2	i	7	0	-106	-3	-13
31	CCSC1=N/C(=C\c2ccc(OC)cc2)C(=O)N1	1	-3	-4	i	7	-5	-2	-7	-9
32	Nc1sccc1C(=O)NC1CC1	-5	·	·	i	45	·	·	-6	·
33	COc1cc([N+](=O)[O-])ccc1NC(=O)NNC(=O)c1sccc1C	10	-3	-3	i	15	8	-40	0	-6
34	O=C(CCN1C(=O)/C(=C/c2cccs2)SC1=S)N1CCCCC1	-21	-7	-2	i	34	0	-49	-1	-9
35	Cn1c(O)c(N=NC(=O)c2ccccc2O)c2ccccc21	9	-2	-9	i	-8	-4	5	4	-9
36	Cc1cc(N2CCN(C)CC2)nc(=S)[nH]1	-6	0	2	i	-4	-3	28	2	0
37	CC1CC(C)CN(S(=O)(=O)c2cccc(C(=O)N3CCN(c4ccc(F)cc4)CC3)c2)C1 (stereo not drawn)	13	2	0	i	-1	36	8	0	-8
38	CCN(CC)c1ccc(CNc2nc3ccccc3n2CCN2CCOCC2)cc1	0	-2	-2	i	1	1	-7	1	5
39	S=c1[nH]nc(-c2ccccc2)n1/N=C/c1ccc(Cl)cc1	-30	-1	4	i	3	4	-81	3	-3
40	CC1CN(C(=O)COc2ncnc3ccccc23)CC(C)O1 (stereo not drawn)	4	-1	-9	i	-3	-9	-5	4	-8
41	Cc1cc2nc(-c3ccc(SCC(=O)Nc4ccc(S(=O)(=O)NC5CC5)cc4)nc3)[nH]c2cc1C	-42	-4	-3	i	-2	-7	-11	5	-23
42	O=C1NC(=O)C(=Cc2ccccc2)N1	-27	-2	-3	i	10	-2	-5	-4	1
43	O=C1CC(c2ccccc2)CC(O)=C1C=Nc1ccccc1O (stereo not drawn)	0	-1	-3	i	3	11	-1	0	-5
44	COc1cccc(C(=O)N2CCN(C(=O)COc3ccc4ccccc4c3)CC2)c1	5	-3	-2	i	17	-2	2	8	1
45	O=S1(=O)N=C(N/N=C/c2cccs2)c2ccccc21	8	1	-2	i	8	-5	-2	-7	-9
46	Cc1ccccc1OCC(=O)NCCN1CCCC1	13	-1	-5	i	-22	-8	-5	4	-8
47	COC(=O)c1c(NC(=O)CSc2nc3ccccc3c(=O)n2Cc2ccco2)sc(C)c1C	6	1	-2	i	-5	4	-40	-6	-8
48	Cc1cccc(N2CCN(C(=O)c3ccc4c(c3)c(C)c(C)n4C)CC2C)c1 (stereo not drawn)	-4	-5	0	i	14	36	-4	0	4
49	CN(C(=O)CC(=O)Nc1ccc(Cl)c(Cl)c1)c1ccccc1	0	2	0	i	5	4	-10	3	3
50	Cc1ccc(S(=O)(=O)N2CCC(=O)N2)cc1	2	1	1	i	1	-2	6	2	4
51	CCN1CCN(C(=O)c2cnn3c(C(F)F)cc(-c4ccc(C)cc4)nc23)CC1	0	-2	-3	+	9	-4	1	4	4
52	Clc1nc2sccn2c1/C=N/n1cnc2ccccc21	-8	3	-2	i	5	8	-8	10	-6
53	O=C(Cn1cnnn1)Nc1cccc([N+](=O)[O-])c1	3	-3	-5	i	-7	1	7	2	-4
54	COc1cc(-c2cc(C(=O)Nc3ccc(C)c(S(=O)(=O)N4CCOCC4)c3)c3ccccc3n2)cc(OC)c1OC	-16	-3	-2	i	23	46	-9	4	-6
55	Clc1ccc(CO/N=C/c2c(-c3ccccc3)nc3n2CCS3)c(Cl)c1	0	-1	2	i	-2	30	-2	-2	-5
56	CC1CC1C(=O)OCC(=O)Nc1ccc(Cl)cn1 (stereo not drawn)	-8	0	-1	i	8	-4	-1	-3	-8
57	O=C(c1ccccc1)c1c[nH]cc1-c1ccccc1	-14	5	-2	i	3	-10	1	3	-5
58	CCCS(=O)(=O)NC(=O)C1(C)CCCN(C(=O)c2c(C)noc2C)C1 (stereo not drawn)	3	0	-1	i	9	-4	-7	1	5
59	CCc1cccc(NC(=O)C2CCCN(c3ncnc4c3nc3n4CCCCC3)C2)c1 (stereo not drawn)	6	2	-3	i	8	15	-3	-1	6
60	O=C(O)C1CC(=O)N(c2ccc(OCc3c(F)cccc3Cl)cc2)C1 (stereo not drawn)	-2	-1	0	i	6	-2	-5	3	-14

Some values from above.
compound 55 | PABP1 MLLE inh = -2
compound 54 | MT1-MMP act inh = 4
compound 59 | SKN-1 block = 8
compound 51 | NRP1-CendR mod = 0

With a hit mark in Neddyl block, of those listed so far:
| cpd | Compound | NRP1-CendR mod | Rin1 Abl inh | MsrA act | Neddyl block | SKN-1 block | PABP1 MLLE inh | MT1-MMP act inh | eLon inh |
| --- | --- | --- | --- | --- | --- | --- | --- | --- | --- |
| 51 | CCN1CCN(C(=O)c2cnn3c(C(F)F)cc(-c4ccc(C)cc4)nc23)CC1 | 0 | -2 | -3 | + | 9 | 1 | 4 | 4 |

Full records, looked up by structure.
`CN(C(=O)CC(=O)Nc1ccc(Cl)c(Cl)c1)c1ccccc1` as listed: NRP1-CendR mod = 0; Rin1 Abl inh = 2; MsrA act = 0; Neddyl block = i; SKN-1 block = 5; FAS TE block = 4; PABP1 MLLE inh = -10; MT1-MMP act inh = 3; eLon inh = 3
`Cc1ccccc1OCC(=O)NCCN1CCCC1` as listed: NRP1-CendR mod = 13; Rin1 Abl inh = -1; MsrA act = -5; Neddyl block = i; SKN-1 block = -22; FAS TE block = -8; PABP1 MLLE inh = -5; MT1-MMP act inh = 4; eLon inh = -8
`Cc1cccc(N2CCN(C(=O)c3ccc4c(c3)c(C)c(C)n4C)CC2C)c1` (stereo not drawn) as listed: NRP1-CendR mod = -4; Rin1 Abl inh = -5; MsrA act = 0; Neddyl block = i; SKN-1 block = 14; FAS TE block = 36; PABP1 MLLE inh = -4; MT1-MMP act inh = 0; eLon inh = 4

(listing goes on)
cpd	Structure	NRP1-CendR mod	Rin1 Abl inh	MsrA act	Neddyl block	SKN-1 block	FAS TE block	PABP1 MLLE inh	MT1-MMP act inh	eLon inh
61	COc1cccc(CN(C)C(=O)c2ccccc2Sc2ccccc2C#N)c1	6	0	-6	i	0	10	19	2	-1
62	COc1ccc(CC(=O)NCCc2ccc(S(N)(=O)=O)cc2)cc1	-9	-4	0	i	10	-5	13	9	-3
63	Cc1ccc(CNC(=S)Nc2cc(C)ccc2OC(F)F)cc1	1	3	-7	i	0	17	17	-1	7
64	CC(C)(C)NS(=O)(=O)c1ccc(N2C(=O)c3ccccc3C2=O)cc1	-12	-1	-3	i	4	-5	11	-1	-4
65	CC1CCC2(CC1)NC(=O)N(CC(=O)Nc1ccc(N3CCOCC3)cc1)C2=O (stereo not drawn)	-7	1	-2	i	-1	-5	-23	-1	-8
66	CCCOc1cccc(C(=O)N(Cc2ccco2)C2CCS(=O)(=O)C2)c1 (stereo not drawn)	-11	-2	-5	i	-9	0	3	1	2
67	CCOc1cc(C(=O)Nc2cccc3ncccc23)cc(OCC)c1OCC	1	4	-2	i	-6	-3	1	9	-8
68	Cc1ccc(Sc2ccc([N+](=O)[O-])cc2[N+](=O)[O-])nc1	-5	-3	-2	i	-3	29	0	-1	-2
69	CC1(C)Cc2c(C#N)c(N3CCN(C(=O)c4ccco4)CC3)nc(Cc3ccccc3)c2CO1	-18	-2	-3	·	5	17	-2	-41	-2
